# EP2 antag – EP2 receptor (human) inhibition; P43116; C6 glioma cells expressing human EP2, cAMP TR-FRET; cells stimulated with saturating PGE2; inhibition, % at 25 µM; 0.52% of 260,000 active; AID 1422;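 active = percent inhibition above 40 after rounding to a whole number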;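 note: rat C6 glioma host cells with rolipram phosphodiesterase inhibitor present; the protocol text gives 20 µM as final concentration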
# Tb hexokinase – blocks Trypanosoma brucei hexokinase 1 activity; recombinant TbHK1, G6PDH-coupled NADH A340; inhibition, % at 10 µM; 0.11% of 220,000 active; AID 1430;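 active = inhibition of 50% or more in the single-dose primary screen; inactive = inhibition below 50%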
# 14-3-3 Bad PPI – disrupts binding of bovine 14-3-3 zeta to phospho-Bad peptide. P63103. TR-FRET 14-3-3zeta/Dy647-pBad peptide displacement, 1 h. inhibition, % at 21.7 µM. 0.71% of 220,000 active. AID 781;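 active = inhibition above about 70%, limit read from the data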;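 note: 0% = full 14-3-3 plus peptide FRET controls and 100% = background without 14-3-3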
# L929 necroptosis – blocks zVAD induced death of L929 cells; L929 zVAD necroptosis rescue, ATP luminescence, 24 h; with zVAD 60 µM; viability rescue, % at 10 µM; 0.38% of 220,000 active; AID 1377;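 active = activation, scaled between plate controls, above about 75%, limit read from the data; inactive = activation under that limit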;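 note: 0% = zVAD with DMSO and 100% = DMSO alone without zVAD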
# Rad51 HR inh – Rad51 (human) homologous recombination inhibition; inhibition, % at 10 µM; 0.085% of 200,000 active; hRad51 DNA strand exchange, fluorescence dequenching; AID 1385;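 active = inhibition above 40% at the single screening dose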;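 note: 0% = DMSO control wells and 100% = blanks with heterologous ssDNA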
#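 Test system: preformed human Rad51 ssDNA filaments. Compound dosing: single dose, 10 µM final compound. Incubation: filaments 15 min 37 °C, then compound 30 min. Technique: FRET fluorescence dequenching, excitation 485 nm, emission 520 nm. Read-out basis: percent inhibition from fluorescence, normalised to plate control and blank means. Benchmarks: plate controls and plate blanks.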
# Hck-Nef inh – human Hck-Nef kinase inhibition; Recombinant Hck-YEEI plus Nef, Z-Lyte FRET kinase assay; P08631; inhibition, % at 20 µM; 0.68% of 220,000 active;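 active = Hck-Nef kinase inhibition above about 50%, limit read from the data; inactive = inhibition below that limit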;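 note: 0% = DMSO with Hck plus Nef and 100% = Hck alone without Nef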
# eIF4E 4G PPI – eIF4E/eIF4G interaction inhibition in translation initiation; P63073+Q04637; TR-FRET eIF4E-eIF4GI(517-606) binding, 2 h; inhibition, % at 21.7 µM; 0.37% of 220,000 active; AID 782;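 active = inhibition above about 30%, limit read from the data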;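 note: 0% = full FRET control wells and 100% = background wells lacking eIF4GI fragment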
# EP2 modulator – modulates human prostaglandin E2 receptor EP2 signaling | induction, % at 25 µM | EP2-expressing cells, cAMP HTRF FRET, PGE2 co-stimulation | 0.83% of 260,000 active;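 active = compounds whose cAMP rise, as percent of the full-agonist control response, exceeds 60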;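 note: rat C6 glioma line stably carrying human EP2 under a CMV promoter; the protocol text gives 20 µM as final concentration; 100% = response of wells given 1 µM PGE2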
# m-calpain inh – inhibitors of pig calpain II. inhibition, % at 16 µM. AID 1236. 0.37% of 220,000 active. purified calpain II, fluorogenic peptide substrate, 30 min;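 active = inhibition above about 50%, limit read from the data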
# Active calls of the source: *; nt = not tested or not shown; & = joins results of further samples; ! = a repeat was not active; [ ] = dose if it differs, or a comment. A portion of the library; the hit share may differ from the screen's.
# Preview:
SMILES,EP2 antag,Tb hexokinase,14-3-3 Bad PPI,L929 necroptosis,Rad51 HR inh,Hck-Nef inh,eIF4E 4G PPI,EP2 modulator,m-calpain inh
Clc1ccc(-c2csc(NNC3=NCCCCC3)n2)cc1,9,-2,20,-0.2,-3,0,14,-38,3
CCCn1c(NCc2ccccn2)nc2ccccc21,10,-2,11,0.0,-9,0,-1,18,3
COc1ccc(/C=N/NC(=O)c2c(-c3ccccc3)noc2C)cc1,8,-10,5,0.8,nt,5,2,6,7

# The whole of this part, repeating the preview:
SMILES,EP2 antag,Tb hexokinase,14-3-3 Bad PPI,L929 necroptosis,Rad51 HR inh,Hck-Nef inh,eIF4E 4G PPI,EP2 modulator,m-calpain inh
Clc1ccc(-c2csc(NNC3=NCCCCC3)n2)cc1,9,-2,20,-0.2,-3,0,14,-38,3
CCCn1c(NCc2ccccn2)nc2ccccc21,10,-2,11,0.0,-9,0,-1,18,3
COc1ccc(/C=N/NC(=O)c2c(-c3ccccc3)noc2C)cc1,8,-10,5,0.8,nt,5,2,6,7
COc1ccc(NC(=O)c2nc[nH]c2C(=O)N[C@@H](CC(C)C)C(=O)OC(C)(C)C)cc1,14,0,-8,-0.2,-7,21,2,52,17
O=C(Nc1ccc(F)cc1F)Nc1ccccc1C(=O)NCCN1CCNC1=O,14,4,4,0.3,19,-5,4,-17,5
COc1ccccc1C(=O)NCC(=O)NNc1ncnc(N)c1[N+](=O)[O-],3,-7,-25,0.4,39,-9,-2,15,5
Cc1ccc(-n2c(SCC(=O)N/N=C/c3ccc(C)s3)nnc2-c2ccccc2)cc1,3,-3,57[fluorescence artefact?],0.2,0,1,4,19,-32
CC(=O)Nc1ccc(S(=O)(=O)N2CCN(c3nc(NC4CCCC4)c4ccccc4n3)CC2)cc1,2,-8,nt,1.1,2,2,nt,-28,-192
Cc1ccc(C(=O)Nc2nc(-c3ccccn3)cs2)o1,5,-1,-16,-1.1,-10,18,1,-10,-28
Oc1c(Cl)cc(Cl)cc1Sc1cc(Cl)cc(Cl)c1O,21&19,16,79*,13,-2,3,23,76*!,48
COc1ccccc1NS(=O)(=O)c1cc(NC(=O)CC(C)(C)C)ccc1N1CCOCC1,5,0,5,1.5,-32,18,0,-61,30
COc1ccccc1Nc1nc2nonc2nc1N1CCC(C)CC1,8,18,-22,-0.6,5,1,-2,36,-114
Cc1ccc(NC2=NCC(=O)N2Cc2ccc3c(c2)OCO3)cc1,6,4,26,2.9,nt,0,-2,32&9,-24
NC(=O)NCC12CC3CC(CC(C3)C1)C2,14,4,5,0.2,3,3,6,6,5
COc1ccc(C2NC(=O)NC(O)(C(F)(F)F)C2C(=O)c2ccc(F)cc2)cc1 (stereo not given),9,4,-5,-0.6,-2,1,0[fluorescence artefact?],5,-30
CCN(CC)CC(=O)Nc1c(C)cccc1C,17&9,1&-3,-4&1,-0.8&2.6,16&9,-6&-1,2&1,9&22&-11&19,17&9
O=C(NCc1ccc(Cl)cc1)c1ccc(Cl)cc1[N+](=O)[O-],6,5,1[fluorescence artefact?],0.5,16,-1,-6[fluorescence artefact?],-42,-15
CC(=O)NCC(=O)N1CCCC(C(=O)c2ccc(-c3ccccc3)c(F)c2)C1 (stereo not given),6,-9,-5,-0.8,10,2,3,-21,-22
COC(=O)Nc1nc2ccc(-c3n[nH]c(=O)c4ccccc34)cc2[nH]1,8,-3,2,nt,nt,-13,7,-6,-3
O=C(NC1CCCC1)c1noc2c1CCCCC2,5,0,-2,0.7,-8,1,6,14,4
CS(=O)(=O)N1CCN(C(=O)c2c(F)cccc2F)CC1,9,0,2,-0.1,-3,7,-1,-12,15
COc1cc(CNCc2ccccn2)ccc1OCc1ccc(Cl)c(Cl)c1,9,20,-4,-1.1,-5,13,2,-67,27
CCc1nnc(NC(=O)NCN2C(=O)C3C4C=CC(C4)C3C2=O)s1 (stereo not given),-4,3,1[fluorescence artefact?],-0.3,1,1,-1[fluorescence artefact?],17,-18
Cc1ccc2c(Cl)cc(Cl)c(OCc3c(C)noc3C)c2n1,24,-6,8,0.0,nt,1,-3,49,-13
O=C(CCCn1c(=O)[nH]c2cc(Cl)ccc2c1=O)NCCN1CCN(c2ccccc2)CC1,4,-3,15,-0.1,3,2,0,-2,-3
CC1=C(C(=O)N2CCc3ccccc32)C2(CCC(C)CC2)OC1=O (stereo not given),0,1,84*,0.4,1,0,-1,6,36
COCCOC(=O)C1=C(C)N(Cc2ccccc2)C(=O)NC1c1ccc(OC)cc1 (stereo not given),9,-3,4,-1.1,0,1,3,18,36
COc1ccc(CNC(=O)COC(=O)CC2CCCC2)cc1,6,0,-14,0.7,8,4,9,8,-9
CC1CN(CCC(=O)Nc2ccc3c(c2)OCO3)CC(C)O1 (stereo not given),4,-3,54,-0.2,7,0,-3[fluorescence artefact?],-1,7
C=CCOC(=O)/C(=C\c1ccc(OC)cc1)NC(=O)c1ccco1,nt,-18,2,-0.1,nt,0,1,12,17

# 7 of the entries above in order of their number in 14-3-3 Bad PPI, low to high.
Structure | 14-3-3 Bad PPI
CC(=O)NCC(=O)N1CCCC(C(=O)c2ccc(-c3ccccc3)c(F)c2)C1 (stereo not given) | -5
O=C(NC1CCCC1)c1noc2c1CCCCC2 | -2
CS(=O)(=O)N1CCN(C(=O)c2c(F)cccc2F)CC1 | 2
COCCOC(=O)C1=C(C)N(Cc2ccccc2)C(=O)NC1c1ccc(OC)cc1 (stereo not given) | 4
Cc1ccc2c(Cl)cc(Cl)c(OCc3c(C)noc3C)c2n1 | 8
O=C(CCCn1c(=O)[nH]c2cc(Cl)ccc2c1=O)NCCN1CCN(c2ccccc2)CC1 | 15
CC1=C(C(=O)N2CCc3ccccc32)C2(CCC(C)CC2)OC1=O (stereo not given) | 84*

# (list continues)
SMILES,EP2 antag,Tb hexokinase,14-3-3 Bad PPI,L929 necroptosis,Rad51 HR inh,Hck-Nef inh,eIF4E 4G PPI,EP2 modulator,m-calpain inh
O=C(Oc1ccccc1C(=O)Oc1ccccc1)c1ccco1,4,6,-7,0.8,1,4,-4,59,-90
CCOC(=O)C1CCN(C(c2cc3ccc(C)cc3[nH]c2=O)c2nnnn2C2CCCCC2)CC1 (stereo not given),9,-9,1,-0.2,-2,4,0,19,4
CCCC1=C(C(=O)OCC)C(c2ccccc2OCC)NC(=O)N1C (stereo not given),4,5,5[fluorescence artefact?],0.2,1,1,-4[fluorescence artefact?],20,35
COC(=O)C1CCN(S(=O)(=O)c2ccc(OC)cc2)CC1,8,-4,-10,0.0,-2,-1,0[fluorescence artefact?],-1,0
COc1ccc(N(C)S(=O)(=O)c2ccc3c(c2)oc(=O)n3C)cc1,10,3,-3,1.0,-3,0,-6,-58,17
COc1ccc(NC(=O)CSc2nnc(Cc3cccn3C)n2CCc2ccccc2)cc1OC,3,-9,17,0.3,0,1,1,-3,-14
COc1ccccc1CNC(=O)CSc1ccc(C)cc1,-2,0,0,2.1,2,4,-1[fluorescence artefact?],-12,22
O=C(Cc1ccc(Cl)cc1)Nc1ccc(C(=O)N2CCOCC2)cc1,10,-5,-2,1.3,-19,23,-2,-9,-3
CC(C)(C)OC(=O)N1CCN(C(=O)c2cccnc2Cl)CC1,6,-3,-8,0.4,2,8,-2,2,16
O=C(CSc1ncnc2c1nnn2Cc1ccc(F)cc1)NC1CCCCC1,7,-3,0,-0.5,-10,18,-2,-37,3
COc1ccccc1-c1cc(C(=O)Nc2c(C)n(C)n(-c3ccccc3)c2=O)no1,12,3,4,0.6,1,3,-4,-10,-11
O=C(NNC1=C(C(=O)C(F)(F)F)CCC1)c1ccccc1O,14,-4,10[fluorescence artefact?],2.2,3,1,-1,-1,-36
O=C(NCCC1=CCCCC1)C1CCN(C(=O)Cc2ccccc2)CC1,11,-9,-4,9.6,-4,17,1,-50,-19
CC(=O)Nc1nc(N)n(-c2ccccc2)n1,4,0,5,-0.3,-2,1,3,8,14
O=C(NCc1ccc(F)cc1)C1CCC(CNc2c(N3CCCCC3)c(=O)c2=O)CC1 (stereo not given),5,-10,-3,1.0,14,19,-7,8,2
Cc1ccc(C)c(-n2cc[nH]c2=S)c1,12,-4,1,0.2,0,2,-1,13,-3
CCNC(=O)c1c(NC(=O)C2COc3ccccc3O2)sc2c1CCCC2 (stereo not given),16,16,9,0.0,-9,1,-5,-16,-22
O=C(CSc1ccc2ccccc2c1)NCCCN1CCCC1=O,3,-3,-11,-0.3,12,19,5,5,-34
Cc1ccc(Cn2ncc3c(N4CCN(C5CCCC5)CC4)ncnc32)cc1,4,3,7,-1.4,-13,16,0,1,45
CCCc1cc(C(=O)Nc2cccc(Cl)c2)no1,7,-1,-2,2.0,-4,-4,1,3,17
Cc1nc(Oc2ccccc2)c2ccccc2n1,7,37,4,0.0,1,4,-1,-12,2
Cc1ccccc1Cn1ccc(=NCc2ccccc2)cc1,4,6,-4,1.1,3,1,-9,-29,22
CC(C)Cc1cc(CN2CCC(CO)(Cc3ccccc3)CC2)[nH]n1,10,2,0,-0.2,-11,1,-7,-60,7
CC1NC(=O)NC1CCCCCC(=O)Nc1ccc(F)c(Cl)c1 (stereo not given),4,2,2,0.1,nt,16,-1,-47,1
CCN(CC)CCCN1C(=O)C(O)=C(C(=O)c2sc(C)nc2C)C1c1ccco1 (stereo not given),2,-34,-15,0.6,-1,2,0,4,11
Clc1ccc(/C=N/Nc2nn[nH]n2)cc1,13,-16,-6,nt,-9,-9,5,19,-9
CCOC(=O)N1CCN(C(=O)c2ccccc2N(C)S(C)(=O)=O)CC1,2,-3,-4[fluorescence artefact?],0.2,-2,0,7,3,26
c1csc(-c2nnc(Cc3cccc4ccccc34)o2)c1,10,7,-3,0.1,5,-6,3,-44,-7
CCSCc1nnc(SCC(=O)Nc2nc3ccccc3s2)n1C,16,-2,22[fluorescence artefact?],0.9,-6,6,4[fluorescence artefact?],6,-14
Cc1ccc(NC(=O)c2ccc(Br)o2)cc1S(=O)(=O)N(C)C,1,2,-17,7.5,5,31,3,-27,-21
COC(=O)C1(C)Nc2ccccc2C(=O)N1c1ccccc1C (stereo not given),11,1,5,1.2,7,20,0,14,-257
Cc1ccc2nc(/C(C#N)=C\c3ccc(Oc4ccc([N+](=O)[O-])cn4)cc3)[nH]c2c1,15,-6,-1,4.1,-17,19,1,-50,-9
CC(=O)c1c(C)n([O-])c2ccccc2[n+]1=O,9,2,0,0.2,0,-1,2,15,-3
CC(=O)c1ccc(-n2cc(-c3ccc(C(C)(C)C)cc3)[n+]3c2SCCC3)cc1,4,2,-7,2.9,6,-16,0,6,-8
Cc1ccc(N(CC(O)COCc2ccco2)S(=O)(=O)c2ccc(C)cc2)cc1 (stereo not given),2,1,-5,-0.4,6,2,17,0,-42
O=C(O)c1ccc(/C=N/N2CCN(Cc3cccc4ccccc34)CC2)cc1,5,-2,94*,0.9,3,7,1,17,-19
COc1ccc(-c2cc(CS(=O)(=O)c3ccccc3)on2)cc1,6,2,-6,0.4,32,5,1,-28,3
CCCn1nc([N+](=O)[O-])c(C(C#N)c2nc3ccccc3o2)c(Cl)c1=O (stereo not given),16,5,15,-0.4,9,7,6,-7,-2
O=[N+]([O-])c1ccc2c(c1)C(O)n1nc(-c3ccc(Cl)cc3Cl)nc1S2 (stereo not given),12,19,11,-0.3,2,10,0,19,10
CCN1CCCC1CNc1ncnc2c1[nH]c1ccc(F)cc12 (stereo not given),28,-16,-8,1.6,0,0,8,-13,-100
CCOc1ccc(NC(=O)CN(C)c2ccc(S(=O)(=O)N3CCOCC3)cn2)cc1OCC,12,-2,1,-0.5,1,-1,-2,8,-1

# Screens deposited in PubChem by several laboratories.
